NCI-60 one-dose screen, 48 h, at 10 µM unless noted. Numbers give growth in % (100 = growth as untreated, 0 = no growth, -100 = all killed).
HL-60(TB): HL-60(TB) leukemia cells; 9% of 78,000 active; active means growth percent below 10
The depositor's hits bear a star; & = joins results of further samples; [ ] = another dose, or the depositor's remark. An excerpt. The share of hits here may be higher or lower than overall.

SMILES	HL-60(TB)
COC(=O)CC(=O)C1(C)CC1	103.8
NC(=O)c1c2c(c3cccnn13)C(=O)c1ccccc1C2=O	119.0
COc1ccc(-c2cnc(-c3ccc(Cl)cc3)[nH]2)cc1OC	91.2
CCCCCCCCCCCCCCCC[N+](C)(C)CCCNS(=O)(=O)c1ccc2ccccc2c1	106.0
CC(=O)c1ccc2c(c1)OCO2	97.1
COc1cc(/C=C/C(=O)c2cccc(B(O)O)c2)cc(OC)c1	50.5
CCN(c1ccc(C(=O)N2CCN(c3ccccc3)CC2)cc1)S(C)(=O)=O	99.4
COc1ccc(-c2ccc3ncc(C#N)c(Nc4ccc(F)c(Cl)c4)c3c2)cn1	99.1
CC(C)=CCc1c(O)c(CC=C(C)C)c2c(c1O)C(=O)C1=C[C@@H]3C[C@H]4C(C)(C)O[C@@](C/C=C(\C)C(=O)O)(C3=O)[C@@]14O2	-14.1*
ClC(Cl)(Cl)Sn1cccn1	98.6
CCOC(=O)C(C#N)C1CCCC(C)CC1 (configuration not stated)	104.7
CCCc1cc(NC)nc(SCC)n1	106.2
O=C(/C=C/Nc1nnc(SCc2ccccc2)s1)c1cc2cc(Br)ccc2oc1=O	82.4
CCCC(C)c1cc(Cc2cc(Cl)cc(Cl)c2O)c(O)c(Cc2cc(Cl)cc(Cl)c2O)c1 (configuration not stated)	5.0*
O=[N+]([O-])c1ccc(COP(=O)(OCc2ccc([N+](=O)[O-])cc2)OCc2ccc([N+](=O)[O-])cc2)cc1	87.9
Cc1nn(-c2ccccc2)c2nc(C)n(Cc3ccccc3)c(=O)c12	94.2
CCOC(=O)c1cnc(N2CC2)nc1N	106.1
COc1cc(S(N)(=O)=O)c(OC)cc1N	104.3
CN(C)Cc1cc(C(=O)/C=C/c2ccc(N)cc2)cc(CN(C)C)c1O	114.7
CCN(CC)CCOC(=O)c1ccc(N)cc1O	109.1
C=CCON(CC=C)C(=O)O	96.9
CN(C)CC1(C)COC(c2ccccc2)(c2ccccc2)OC1	88.5
c1ccc(CCc2cccnc2)cc1	73.0
O=[N+]([O-])c1cc2ccccc2nc1-c1ccccc1	89.3
O=S(=O)(OCCCCCCCCCCOS(=O)(=O)c1ccc(F)cc1)c1ccc(F)cc1	104.8
COc1cccc(NC(C)=O)c1	88.2
CCOc1ccc2sc(NS(=O)(=O)c3ccc(N)cc3)nc2c1	94.7
CC/C(=N/O)c1ccc(O)cc1O	98.5
CCCC1C(=O)NC(=O)NC1=O	98.6
O=c1[nH]c2ccc(I)cc2c(=O)n1O	100.5
c1cc(-c2nnc(Nc3ccc4c(c3)OCO4)o2)[nH]n1	97.7
O=C(OCc1ccc2c(Br)cc(Br)c(O)c2n1)c1cc2ccccc2[nH]1	-46.1*
CCOc1ccc(NC(=O)C2=C(C)NC(C)=C(C(=O)Nc3ccc(OCC)cc3)C2c2cccc([N+](=O)[O-])c2)cc1	70.5
COC(=O)[C@H](Cc1ccccc1)NC(=O)c1csc([C@@H](C[C@H](C(C)C)N(C)C(=O)[C@@H](NC(=O)[C@H]2CCCN2C)C2CC2)OC(C)=O)n1	-44.9*
CCCCCCCC/C=C\CCCCCCCCOc1cccc(CC(=O)NCC[N+]2(C)CCCC2)c1	49.3
C[C@H](c1nc2ccc(C(=O)O)cc2[nH]1)[C@H]1CC[C@H]2[C@@H]3CCC4=CC(=O)CC[C@]4(C)[C@H]3CC[C@]12C	102.3
c1ccc(CN(Cc2ccccc2)c2ccccc2)cc1	89.5
CCC1(C2=NCCN2)Cc2ccccc2O1 (configuration not stated)	94.3
NS(=O)(=O)c1ccc(-n2cc(-c3cccc(NC(=O)Nc4cccc(C(F)(F)F)c4)c3)nn2)cc1	100.7
COc1ccc(C(C(=O)O)c2ccc(OC)cc2)cc1	97.9
COc1cccc2c1C(=O)c1c(O)c3c(c(O)c1C2=O)CC(O)(/C(C)=N/NC(=O)CCC(=O)N/N=C(\C)C1(O)Cc2c(O)c4c(c(O)c2C(OC2CC(N)C(O)C(C)O2)C1)C(=O)c1c(OC)cccc1C4=O)CC3OC1CC(N)C(O)C(C)O1 (configuration not stated)	-41.9*[5 µM]
CC(=O)c1c(O)c(C)c(O)c2c1OC1=Cc3c(c(C)nn3C)C(=O)C12C (configuration not stated)	79.7
O=C1/C=C/[C@@H](O)[C@@H]2C[C@@H](O)C[C@H]2/C=C/CCC[C@H](CCO)O1	3.3*
S=C(S)NCCN1CCNC1=S	103.0
Clc1ccc(-c2cc(-n3nnnc3-c3ccccc3)no2)cc1	88.8
CSc1nn2c(-c3sc4nc5ccccc5n4c3C)ccnc2c1C#N	100.3
CCCCC(CC)COC(=O)/C=C/c1cccc2c1C(=O)NC(C)(c1cc3cc(OC)ccc3oc1=O)N2 (configuration not stated)	16.7
CC(=O)C1CCC2C3CC=C4CC(=O)CC5OC(CC12C)C3C45C (configuration not stated)	99.4
CC(C(=O)c1ccccc1)[n+]1ccccc1 (configuration not stated)	101.3
O=C(O)C1=C2C(=O)Nc3cccc(c32)C2(C1)C(=O)Nc1ccccc12 (configuration not stated)	106.8
NC(=O)c1c(Nc2ccc(Cl)cc2)nn2cc(-c3nc4ccccc4s3)c(N)nc12	106.2
Fc1ccc(C(F)(F)F)cc1-n1cc(-c2ccc(Br)cc2)oc1=Nc1ccc(Nc2ncnc3sc4c(c23)CCCC4)cc1	100.4
C=CC(=O)Nc1cccc(-c2nc(SC)nc(NCCC)c2C#N)c1	76.6
Cc1cc(Nc2cc(N)ncn2)c(=O)n2c1C(=O)NC21CCCCC1	115.5
O=C1/C(=C/C=C/c2ccco2)SC(=S)N1C1CCCCC1	69.4
COc1ccc(-c2csc(NS(=O)(=O)C3C(=O)ON=[N+]3c3ccc(C)cc3)n2)cc1 (configuration not stated)	129.1
O=C(O)CCCCCN1C(=O)CSC1=S	102.8
COc1ccc(/C=C/c2nc(N3CCOCC3)c3nc(F)c(F)cc3n2)cc1OC	107.1
CCCCN(CCNc1ccc(C)c2sc3ccccc3c(=O)c12)CC(C)O (configuration not stated)	82.1
CCOP(=O)(Cc1ccccc1)OCC	91.5

A draw from above in order of formula weight, highest first.
SMILES	HL-60(TB)
COc1cccc2c1C(=O)c1c(O)c3c(c(O)c1C2=O)CC(O)(/C(C)=N/NC(=O)CCC(=O)N/N=C(\C)C1(O)Cc2c(O)c4c(c(O)c2C(OC2CC(N)C(O)C(C)O2)C1)C(=O)c1c(OC)cccc1C4=O)CC3OC1CC(N)C(O)C(C)O1 (configuration not stated)	-41.9*[5 µM]
Fc1ccc(C(F)(F)F)cc1-n1cc(-c2ccc(Br)cc2)oc1=Nc1ccc(Nc2ncnc3sc4c(c23)CCCC4)cc1	100.4
CCCCC(CC)COC(=O)/C=C/c1cccc2c1C(=O)NC(C)(c1cc3cc(OC)ccc3oc1=O)N2 (configuration not stated)	16.7
NC(=O)c1c(Nc2ccc(Cl)cc2)nn2cc(-c3nc4ccccc4s3)c(N)nc12	106.2
COc1ccc(/C=C/c2nc(N3CCOCC3)c3nc(F)c(F)cc3n2)cc1OC	107.1
CCCCN(CCNc1ccc(C)c2sc3ccccc3c(=O)c12)CC(C)O (configuration not stated)	82.1
CSc1nn2c(-c3sc4nc5ccccc5n4c3C)ccnc2c1C#N	100.3
CC(=O)c1c(O)c(C)c(O)c2c1OC1=Cc3c(c(C)nn3C)C(=O)C12C (configuration not stated)	79.7
C=CC(=O)Nc1cccc(-c2nc(SC)nc(NCCC)c2C#N)c1	76.6
Cc1cc(Nc2cc(N)ncn2)c(=O)n2c1C(=O)NC21CCCCC1	115.5
CC(=O)C1CCC2C3CC=C4CC(=O)CC5OC(CC12C)C3C45C (configuration not stated)	99.4
Clc1ccc(-c2cc(-n3nnnc3-c3ccccc3)no2)cc1	88.8
O=C1/C(=C/C=C/c2ccco2)SC(=S)N1C1CCCCC1	69.4
O=C1/C=C/[C@@H](O)[C@@H]2C[C@@H](O)C[C@H]2/C=C/CCC[C@H](CCO)O1	3.3*
O=C(O)CCCCCN1C(=O)CSC1=S	102.8
S=C(S)NCCN1CCNC1=S	103.0
CC(C(=O)c1ccccc1)[n+]1ccccc1 (configuration not stated)	101.3

Following part
SMILES	HL-60(TB)
CC(=O)Cc1cc(-c2cc(CC(C)=O)[nH]n2)n[nH]1	88.1
O=C(CN1C(=O)NC2NC(=O)NC21)Nc1ccccc1O (configuration not stated)	100.7
COc1ccc(Cc2ccc(OC)c(OC)c2)cc1OC	137.5
C#CCN1CCC2(CC1)N(Cc1cn([C@@H]3O[C@H](CO)[C@@H](O)[C@H](O)[C@H]3O)nn1)C(=O)c1ccccc1N2CC#C	94.3
CCn1c(Sc2nnc(NC(=O)CCl)s2)nc2c1c(=O)n(C)c(=O)n2C	112.8
CC(=O)N1CCN(C(=O)Cn2c(-c3ccc(Cl)cc3)csc2=N)CC1	98.0
CCn1c(=O)n(C)c2c(=O)n(C)c(=O)n(C)c21	100.6
COc1cc(/C=C2\SC(=S)N(NC(=O)Cc3ccccc3Nc3c(Cl)cccc3Cl)C2=O)cc(OC)c1	96.8
CCCCn1c(=O)c(/C=C/c2cc(/C=C/c3cc4ccc(Cl)cc4n(CCCC)c3=O)n(-c3ccccc3)n2)cc2ccc(Cl)cc21	87.6
O=[N+]([O-])c1ccc(-c2cs/c(=N/N=C\c3ccc(Br)cc3)n2/N=C/c2ccc(Br)cc2)cc1	94.8
O=C(/C=C/c1ccc(F)c(F)c1)Nc1ccc(C=C2c3ccccc3C(=O)c3ccccc32)cc1	45.1
COc1ccc(-c2c3c(cc4c2ncn4C)COC3=O)cc1	87.3
Cc1c(-c2ccc(O)cc2)n(Cc2ccc(OCCN3CCCCCC3)cc2)c2ccc(O)cc12	74.6
Cc1nc2sc(C(=O)Nc3cccc4cccnc34)c(N)c2cc1C(C)O (configuration not stated)	70.8
CCCNc1ncc2c(=O)[nH][nH]c(=O)c2n1	108.5
COc1ccc2[nH]c(=O)cc(-n3nncc3Cn3c4ccccc4c4ccccc43)c2c1	104.0
O=C(O)C(=O)CBr	98.1
COc1ccc(NC(=O)/N=c2\oc3c(C)cccc3cc2-c2cc3ccccc3[nH]2)cc1	96.0
Brc1ccc(-c2ccccc2)cc1	93.4
COc1ccc(CC(C)=C(c2ccc(OCCCN(C)C)cc2)c2ccc(OCCCN(C)C)cc2)cc1	87.9
N#CCCNN	87.1
CCC(=C(c1ccc(OCCN(C)C)cc1)c1ccc(OCCN(C)C)cc1)c1ccc(Cl)cc1	-59.5*
c1cnc2c(-c3nc4ccc5[nH]ncc5c4c4c3CCCC4)c[nH]c2c1	41.5
O=Cc1ccc(C(=O)O)cc1	69.8
COC1=CC(=C2C=C(OC)C(=O)C(OC)=C2)C=C(OC)C1=O	36.1
COc1ccc(Cc2nn(CC(=O)N/N=C/c3ccc(Cl)cc3)c(=O)c3c(C)noc23)cc1	101.3
CCc1ccccc1NC(=O)N1CCOCC1	111.2
COc1cc(C)c(CCC2(C)C=Cc3cc(O)ccc3O2)c(C)c1C (configuration not stated)	93.7
CN1C(=O)N(C)C2(c3ccccc3)N(CC(=O)Nc3ccccc3O)C(=O)NC12c1ccccc1 (configuration not stated)	98.9
COc1ccc(C(=O)/C=C/c2cc(OC)c(OC)c(OC)c2)cc1S(=O)(=O)NNC(=O)c1ccncc1	83.4
O=C(Cn1nc(-c2ccc3ccccc3c2)ccc1=O)NCc1ccccc1F	26.7[50 µM]
COc1ccc(/C=N/NC(=O)c2nn(-c3ccc(S(N)(=O)=O)cc3)c3nc(C)cc(=O)n23)cc1	99.0
Cc1ccc(C(=O)NC2c3ccccc3Oc3ccccc32)cc1	-3.4*
COc1ccc2[nH]cc(/C=C/c3nc4ccccc4c(=O)n3-c3ccc(C#Cc4ccc(C(C)(C)C)cc4)cc3C)c2c1	103.6
CN(C)C(C(N)=O)c1ccccc1 (configuration not stated)	109.2
CSCc1nc2c([nH]1)c(=O)n(C)c(=O)n2C	96.2
COc1cc(C)cc2oc3oc(=N)c(C(=O)c4ccccc4)cc3c(=O)c12	112.0
CCCCCC[C@@H]1O[C@@H](c2ccccc2)[C@@H](O)[C@H]1O	108.9
COc1ccc(NC(=O)c2ccc(/C=C/C(=O)c3ncc[nH]3)cc2)cc1	33.6
COc1cccc(-c2nn(-c3ccccc3)cc2-c2ccncc2)c1	40.2
CCCCC(=O)OC(C)COc1ccccc1Cl (configuration not stated)	124.6
CC(C)CCC1(CCO)C(=O)NC(=O)NC1=O	94.1
C/C(=N\Nc1ncc(-c2ccc(C)cc2)s1)c1cc2ccccc2o1	88.2
O=C(N/N=C/c1ccc(N(CCCl)CCCl)cc1)c1cccc2ccccc12	29.5
CCN1CCCc2ccccc21	101.3
CC1=C(C#N)C(=O)NC(C)C1 (configuration not stated)	91.0
C1CCCCCc2c(-c3noc4c3CCCCCCCCCC4)noc2CCCC1	102.5
N#Cc1ccccc1-c1ccc(CN2C(=O)S/C(=C\c3ccc(Br)cc3)C2=O)cc1	96.2
COc1ccc(N=Nc2c(N)nn3c(-c4ccc(OC)c(OC)c4)c4[nH]c(=O)nc(N)c4nc23)cc1	104.4
Cc1cc(Cl)nc(N(CCNc2ccnc3cc(Cl)ccc23)Cc2ccco2)n1	-47.7*
COc1ccc2c(c1)sc1nc(-c3c[nH]c4ccccc34)c(Nc3ccccc3)n12	91.6
CC1CC(C)(C)CC(=O)O1 (configuration not stated)	69.2
O=C(O)c1ccccc1Oc1cc(-c2ccco2)nc(OCCn2ccnc2)n1	91.4
COc1cc([N+](=O)[O-])c(N)cc1Br	97.8
NC(=S)C(N)=S	123.5
NC(=O)C1CC2(C1)CC(C(N)=O)C2 (configuration not stated)	92.0
c1ccc(N=NC2=NN(c3ccccc3)CS2)cc1	91.8
CCOP1(=O)CC(C)=C(Cl)C(P(=O)(OCc2ccccc2)OCc2ccccc2)C1 (configuration not stated)	90.2
Cc1ccc2c(c1)C(C)Cc1c(ncnc1-n1cnc3cc(C)ccc31)N2C (configuration not stated)	-22.0*
N/C(=N\N=C\c1ccc(Br)cc1)c1c(N)nc(=S)[nH]c1-c1ccc(Cl)cc1Cl	96.5

Later entries.
SMILES	HL-60(TB)
Cc1c(O)cc(-c2cnc(Nc3ccc(Cl)cc3)s2)c(O)c1C	96.2
O=C1c2c(c3c4cccnc4[nH]c3c3ccc4ccccc4c23)C(=O)N1CCN1CCNCC1	64.2
CC1CC2NN(C(N)=S)C(=N)C2(C#N)C1(C#N)C#N (configuration not stated)	86.8
CCN(CC)c1ccc(/C=N\N2CCCCCC2)cc1	84.5&91.0
O=C(O)CCC(=O)c1ccc(C2CCCCCC2)cc1	106.9

Screening data from PubChem.
